Pf growth 96h: P. falciparum growth inhibition at 96 hour, primary screen for plastid delayed-death inhibitors | P. falciparum luciferase reporter growth, 96 h | Potency, µM (top dose mostly 28.7 µM), without a hit: at the highest dose activity change, negative = inhibition, actives largely listed as inhibitors | 320,000 tested, 6.9% active | AID 504834; further: potency means the concentration at half of the fitted maximal effect; on the % scale 0 is the no-effect control and ±100 the full control effect
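96 h incubation, 37 C, 5% CO2, of luciferase-reporter P. falciparum-infected RBCs (2% hematocrit, 0.05% parasitemia final) with test compounds; endpoint luminescence.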
LmPK inh: LmPK (Leishmania mexicana) enzyme inhibition; Q27686; purified LmPK, Kinase-Glo ATP luminescence, 1 h; Potency, µM (highest dose often 57.5 µM), for the others: at the highest dose activity change, negative = inhibition, hits mostly inhibitors; 290,000 tested, 0.37% active; AID 1721; further: potency means the concentration at half of the fitted maximal effect; on the % scale 0 is the no-effect control and ±100 the full control effect
Target sequence (Q27686 whole entry, looked up): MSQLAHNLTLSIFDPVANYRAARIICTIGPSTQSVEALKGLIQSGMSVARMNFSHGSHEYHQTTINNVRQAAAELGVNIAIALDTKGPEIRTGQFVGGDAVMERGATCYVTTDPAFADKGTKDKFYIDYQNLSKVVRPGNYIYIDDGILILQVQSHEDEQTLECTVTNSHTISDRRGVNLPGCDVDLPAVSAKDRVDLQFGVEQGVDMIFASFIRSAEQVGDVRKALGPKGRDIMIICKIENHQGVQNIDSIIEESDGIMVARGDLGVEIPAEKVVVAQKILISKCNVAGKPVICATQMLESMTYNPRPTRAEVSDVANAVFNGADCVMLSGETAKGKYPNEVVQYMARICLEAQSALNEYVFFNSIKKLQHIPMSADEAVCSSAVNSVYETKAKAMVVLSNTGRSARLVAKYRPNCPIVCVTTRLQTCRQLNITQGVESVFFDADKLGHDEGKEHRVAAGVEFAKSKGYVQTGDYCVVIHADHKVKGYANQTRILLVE
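Kinase-Glo luminescence read after 1 h RT reaction of 0.1 nM LmPK with 0.5 mM PEP and 0.1 mM ADP. Activity scaled between uninhibited and enzyme-free controls.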
Pf growth 48h: inhibits P. falciparum growth in the first generation, 48 h. 310,000 tested, 5.9% active. P. falciparum luciferase growth in erythrocytes, 48 h. Potency, µM (series often up to 28.7 µM), without a hit: at the highest dose activity change, negative = inhibition, usual class: inhibitors; further: potency means the concentration at half of the fitted maximal effect; on the % scale 0 is the no-effect control and ±100 the full control effect
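Luciferase-expressing P. falciparum in infected erythrocytes (2% hematocrit, 0.1% parasitemia final) in RPMI 1640/0.5% Albumax were exposed to compound for 48 hours at 37 C, 5% CO2; growth read as luminescence.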
CHX counter: counter-screen for Shiga toxin inhibitors: cycloheximide protein synthesis inhibition; cell reporter, cycloheximide protein synthesis inhibition counterscreen; max response, %; 300,000 tested, 12% active; AID 2314; in the data active means max response mostly above about 13%, no sharp cut-off; inactive means mostly below about 14%; further: read at 38.3 µM for the half of the compounds with a filed dose; 0% is about no effect
Shiga toxin inh: blocks Shiga toxin action in Vero cells; AID 2315; 290,000 tested, 9.2% active; Vero cells, Shiga toxin protein synthesis inhibition reporter; inhibition, % at 38.7 µM; in the data active means inhibition mostly above about 28%, no sharp cut-off; inactive means mostly below about 43%; further: 0% is about no effect
AMA1-RON2 inh: AMA1-RON2 (P. falciparum) interaction inhibition; AlphaScreen AMA1-biotinylated RON2 peptide binding; Potency, µM (series often up to 58.2 µM), without a hit: at the top dose activity change, negative = inhibition, actives largely listed as inhibitors; 360,000 tested, 0.2% active; AID 720542;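 further: potency means the concentration at half of the fitted maximal effect; 0% = vehicle wells and -100% = peptide control; nearly all actives have a fitted effect of over 45% in size; some results filed as inactive show a strong effect at the top dose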
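AMA1 (3D7) with his tag at 25 nM final met compounds first, then biotinylated RON2 peptide at 25 nM; detection used donor plus acceptor beads, 10 µg/mL apiece, read by AlphaScreen after 30 min at room temperature.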
TbPYK inhibitor: T. brucei pyruvate kinase inhibition | Q57TT1 | TbPYK enzyme, Kinase-Glo Plus ATP luminescence, 45 min | 410,000 tested, 0.12% active | Potency, µM (series often up to 76.8 µM), for the others: at the highest dose activity, negative = inhibition, most hits filed as inhibitors; further: potency means the concentration at half of the fitted maximal effect; on the % scale 0 is the no-effect control and ±100 the full control effect; nearly all actives have a fitted effect of over 50% in size
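Enzyme and substrate buffer are dispensed first and compound is pin-transferred. ADP at 130 uM final then starts the reaction, which runs 45 min at room temperature. Detection reagent is added for 10 min before luminescence is imaged.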
Numbers without * were called inactive; & = joins results of further samples; [ ] = another dose, or the depositor's remark. Unless noted, the call rests on the fitted dose curve; in most records, active means well fitted curve in the direction sought with a large enough effect; inconclusive means small, poorly fitted or top-dose-only effect, or another doubt; inactive means no such curve, though single readings can be large; an effect the other way counts as inactive or inconclusive.

`CC1CC(C)CN(C(=O)COC(=O)c2ccc3c(c2)C(=O)N(Cc2ccco2)C3=O)C1` (configuration not stated) gave Pf growth 96h 15.4%, Pf growth 48h -2.7%, AMA1-RON2 inh -1.7% and TbPYK inhibitor 1.0%.
For COc1ccccc1NC(=O)C1CCN(C(=O)C2CC(=O)N(c3ccc(C)cc3)C2)CC1 (configuration not stated) the results were Pf growth 96h -12.5%, LmPK inh -13.2%, Pf growth 48h 2.7%, CHX counter -6.2, Shiga toxin inh -5.5, AMA1-RON2 inh -20.3% and TbPYK inhibitor 0.0%.
`O=C1CN(C(=O)c2ccccn2)c2ccccc2N1` gave Pf growth 96h inconclusive, LmPK inh -0.8%, Pf growth 48h 7.7%, CHX counter -3.6, Shiga toxin inh -11.5, AMA1-RON2 inh 7.9% and TbPYK inhibitor -2.9%.
`CCc1ccc(NC(=O)CCc2nc3cccnc3n2Cc2ccc(OC)cc2)cc1` gave Pf growth 96h inconclusive, LmPK inh 8.0%, CHX counter -1.0, Shiga toxin inh -9.1, AMA1-RON2 inh -7.9% and TbPYK inhibitor 1.4%.
O=C(COC(=O)c1ccc(Cl)nc1)NCCC1=CCCCC1 was read as Pf growth 96h 28.3%, LmPK inh 2.9%, Pf growth 48h 2.9%, CHX counter 6.2, Shiga toxin inh -7.6, AMA1-RON2 inh 2.5% and TbPYK inhibitor 2.9%.
For COCC(C)n1c(C)cc(C(=O)CN2C(=O)NC3(CCCCC3C)C2=O)c1C (configuration not stated) the results were Pf growth 96h inconclusive, LmPK inh 0.1%, Pf growth 48h inconclusive, CHX counter 0.9, Shiga toxin inh 52.2, AMA1-RON2 inh 3.2% and TbPYK inhibitor -9.1%.
For CCCCOc1cc(C(=O)NCCN(CC)CC)c2ccccc2n1 the results were Pf growth 96h 10.4µM*, LmPK inh -2.1%&14.3%, Pf growth 48h 13.1µM*, CHX counter -3.6&-4.6, Shiga toxin inh -19.5&-11.5, AMA1-RON2 inh 11.2%&0.0% and TbPYK inhibitor 6.0%.
For Cc1cc(-c2cccc([N+](=O)[O-])c2)nc2ccccc12 the results were Pf growth 96h inactive, LmPK inh -5.1%, Pf growth 48h 49.8%[activator], CHX counter 11.9, Shiga toxin inh -0.6, AMA1-RON2 inh -19.6% and TbPYK inhibitor -0.6%.
CN(C)c1ccc(C(=O)NCc2ccc3c(c2)OCO3)cc1 was read as Pf growth 96h -5.0%, LmPK inh -1.1%, Pf growth 48h 51.0%[activator], CHX counter 7.8, Shiga toxin inh 8.4, AMA1-RON2 inh -10.0% and TbPYK inhibitor -1.4%.
`Cc1sc2cc(-c3cccc([N+](=O)[O-])c3)c(-c3cccc([N+](=O)[O-])c3)c[n+]2c1C` gave Pf growth 96h 0.828µM*, LmPK inh -1.7%, Pf growth 48h 0.928µM*, CHX counter -2.2, Shiga toxin inh 15.8, AMA1-RON2 inh -1.1% and TbPYK inhibitor 5.3%.

The final 3 records of the section above come first, to join the parts:
For Cc1cc(-c2cccc([N+](=O)[O-])c2)nc2ccccc12 the results were Pf growth 96h inactive, LmPK inh -5.1%, Pf growth 48h 49.8%[activator], CHX counter 11.9, Shiga toxin inh -0.6, AMA1-RON2 inh -19.6% and TbPYK inhibitor -0.6%.
CN(C)c1ccc(C(=O)NCc2ccc3c(c2)OCO3)cc1 was read as Pf growth 96h -5.0%, LmPK inh -1.1%, Pf growth 48h 51.0%[activator], CHX counter 7.8, Shiga toxin inh 8.4, AMA1-RON2 inh -10.0% and TbPYK inhibitor -1.4%.
`Cc1sc2cc(-c3cccc([N+](=O)[O-])c3)c(-c3cccc([N+](=O)[O-])c3)c[n+]2c1C` gave Pf growth 96h 0.828µM*, LmPK inh -1.7%, Pf growth 48h 0.928µM*, CHX counter -2.2, Shiga toxin inh 15.8, AMA1-RON2 inh -1.1% and TbPYK inhibitor 5.3%.
CCN(CC)CC(C)CNC(=O)C1(O)c2ccccc2NC(=O)N1c1ccc(Cl)c(Cl)c1 (configuration not stated) was read as Pf growth 96h 0.1%, LmPK inh 1.3%, Pf growth 48h -15.5%[0.00184 µM], CHX counter -2.8, Shiga toxin inh -9.6, AMA1-RON2 inh 2.5% and TbPYK inhibitor -0.4%.
`CCc1nc(SCC(=O)c2ccccc2)c2ccccc2n1` gave Pf growth 96h inconclusive, LmPK inh 2.8%, Pf growth 48h inconclusive, CHX counter -6.4, Shiga toxin inh -10.9, AMA1-RON2 inh 0.0% and TbPYK inhibitor -6.2%.
Screening CCOC(=O)c1sc(NCc2ccco2)c(-c2nc3ccccc3s2)c1N returned Pf growth 96h inconclusive, LmPK inh 4.4%, CHX counter 13.3, Shiga toxin inh 15.9, AMA1-RON2 inh -10.5% and TbPYK inhibitor -7.2%.
For COC(=O)c1ccccc1NC(=O)Nc1ccc(C(=O)N2CCCC2)cc1 the results were Pf growth 96h inconclusive, LmPK inh 2.9%, Pf growth 48h 20.8%, CHX counter 1.9, Shiga toxin inh -7.0, AMA1-RON2 inh -0.2% and TbPYK inhibitor 11.5%.
Screening CC(=O)c1ccc(OCc2cc(C(=O)N(C)Cc3ccon3)no2)cc1 returned Pf growth 96h 6.7%, LmPK inh -3.7%, Pf growth 48h 12.5%, CHX counter 16.8, Shiga toxin inh 15.3, AMA1-RON2 inh 3.9% and TbPYK inhibitor 3.2%.
Screening O=C(NNC(=O)C1CCCN(c2ncccn2)C1)c1ccncc1 (configuration not stated) returned Pf growth 96h inconclusive, LmPK inh 3.8%, Pf growth 48h 7.3%, CHX counter -1.5, Shiga toxin inh 21.2, AMA1-RON2 inh -1.6% and TbPYK inhibitor 0.6%.
`CCOC(=O)CSc1nc(-c2ccncc2)ccc1C#N` gave Pf growth 96h 4.1%[5.75 µM], LmPK inh -2.7%, Pf growth 48h 84.6%[activator], CHX counter 37.4*, Shiga toxin inh 86.6*, AMA1-RON2 inh 12.9% and TbPYK inhibitor -2.8%.
`COC(=O)c1ccc(OCC(=O)c2ccccc2)cc1` gave Pf growth 96h 153.1%[activator], LmPK inh inconclusive, CHX counter 46.3*, Shiga toxin inh 67.4*, AMA1-RON2 inh -9.9% and TbPYK inhibitor 3.0%.
CCCCOC(=O)Cn1c(=O)n(CC(=O)OCCCC)c2ccccc21 was read as Pf growth 96h -5.0%, LmPK inh -0.3%, CHX counter -3.2, Shiga toxin inh -15.8, AMA1-RON2 inh 1.8% and TbPYK inhibitor -12.7%.
`Cc1ccc(OCC(=O)N(Cc2ccccc2)C2CCS(=O)(=O)C2)c([N+](=O)[O-])n1` (configuration not stated) gave Pf growth 96h -6.8%, LmPK inh -1.2%, Pf growth 48h 5.1%, CHX counter -2.6, Shiga toxin inh -8.6, AMA1-RON2 inh 6.9%[2.32 µM] and TbPYK inhibitor 0.7%.
Screening COc1ccc(Nc2nc(NCCCN3CCOCC3)nc(N)c2[N+](=O)[O-])cc1 returned Pf growth 96h inconclusive, LmPK inh 2.2%, Pf growth 48h inconclusive, CHX counter 1.0, Shiga toxin inh -10.8, AMA1-RON2 inh -7.9% and TbPYK inhibitor -5.9%.
`OCCN1CCN(c2cc(C(F)(F)F)nc3c(F)cccc23)CC1` gave Pf growth 96h 43.5%[activator], LmPK inh -2.6%, Pf growth 48h inconclusive, CHX counter -0.1, Shiga toxin inh 22.8, AMA1-RON2 inh 1.1% and TbPYK inhibitor 0.5%.
For COC(=O)NCCc1cc(OC)c(OC)cc1S(=O)(=O)N1CC(=O)Nc2ccccc21 the results were Pf growth 96h 10.7%, LmPK inh -1.2%, CHX counter -2.6, Shiga toxin inh -5.5, AMA1-RON2 inh 3.3% and TbPYK inhibitor -0.5%.
Screening COc1cc(C(=O)NC(C)CCn2cccn2)ccc1OC1CCN(C(C)=O)CC1 (configuration not stated) returned Pf growth 96h inconclusive, LmPK inh -0.4%, Pf growth 48h -1.1%, CHX counter 1.4, Shiga toxin inh 31.5, AMA1-RON2 inh -1.5% and TbPYK inhibitor 0.6%.
For COc1ccc(OC)c(-c2csc(NC(=O)COC(=O)C3(C)CC3(Cl)Cl)n2)c1 (configuration not stated) the results were Pf growth 96h -1.5%, Pf growth 48h inconclusive, AMA1-RON2 inh 8.2% and TbPYK inhibitor 5.1%.
Screening NC(=O)c1ccccc1NC(=O)c1ccc2ccccc2c1 returned Pf growth 96h 285.1%[activator], LmPK inh -9.8%, Pf growth 48h 181.1%[activator], CHX counter 57.0*, Shiga toxin inh 79.4*, AMA1-RON2 inh -3.3% and TbPYK inhibitor -3.1%.
`CCN(CC)c1ccc(N=Cc2c(O)n(Cc3ccccc3)c(=O)[nH]c2=O)cc1` gave Pf growth 96h inconclusive, LmPK inh 0.7%&-2.0%, Pf growth 48h 0.6%&1.3%, CHX counter -0.1&-2.6, Shiga toxin inh -11.6&-5.4, AMA1-RON2 inh 13.5%&-3.4% and TbPYK inhibitor -21.4%&-2.3%.
`COc1ccc(-c2cc(C)nc3c(-c4ccccc4)cnn23)cc1` gave Pf growth 96h 19.0%, LmPK inh -1.6%, Pf growth 48h 12.8%, CHX counter 41.3*, Shiga toxin inh 89.8*, AMA1-RON2 inh 13.9% and TbPYK inhibitor -13.2%.
`COc1ccccc1NC(=O)c1ccc(COc2ccccc2Br)o1` gave Pf growth 96h inconclusive, LmPK inh -0.3%, Pf growth 48h 23.0%, CHX counter -2.1, Shiga toxin inh 1.5, AMA1-RON2 inh 2.9% and TbPYK inhibitor 1.9%.
Screening Cc1occc1-c1nnc(SCC(=O)NCc2cccs2)n1-c1ccc(F)cc1 returned Pf growth 96h -22.2%[5.75 µM], LmPK inh 3.6%, Pf growth 48h inconclusive, CHX counter -2.7, Shiga toxin inh -12.2, AMA1-RON2 inh -2.0% and TbPYK inhibitor -0.5%.
`COc1ccc([C@H]2CC(=O)C=C(c3cc(OC)ccc3OC)C2)cc1` gave Pf growth 96h inconclusive, Pf growth 48h inconclusive, AMA1-RON2 inh -18.7% and TbPYK inhibitor 0.3%.
Screening Cc1noc(C)c1C(=O)Nc1ccc(S(=O)(=O)N2CCCCC2)cc1 returned Pf growth 96h inconclusive, LmPK inh -11.3%, Pf growth 48h -1.2%, CHX counter -3.8, Shiga toxin inh -4.5, AMA1-RON2 inh -4.0% and TbPYK inhibitor -4.6%.
`Cc1ccc2nc(C3CCCN(C(=S)Nc4ccccc4C)C3)[nH]c2c1` (configuration not stated) gave Pf growth 96h -0.3%, LmPK inh -1.0%, Pf growth 48h -17.1%, CHX counter 13.6, Shiga toxin inh 29.5, AMA1-RON2 inh 10.4% and TbPYK inhibitor -5.0%.
For COC(=O)c1c(N2C(=O)[C@H]3[C@@H](C2=O)[C@]2(C(=O)Nc4c2ccc(C)c4C)N2CCC[C@@H]32)sc(C)c1C the results were Pf growth 96h inconclusive, LmPK inh -10.0%, Pf growth 48h 0.0%, CHX counter -0.6, Shiga toxin inh -4.9, AMA1-RON2 inh -2.0% and TbPYK inhibitor -4.3%.
`Cc1ccc(CNC(=O)c2cncc(Br)c2)cc1` gave Pf growth 96h 0.0%, LmPK inh -0.3%, Pf growth 48h 21.9%, CHX counter 6.8, Shiga toxin inh 29.2, AMA1-RON2 inh 6.7% and TbPYK inhibitor -6.9%.

Screening data: PubChem BioAssay, National Center for Advancing Translational Sciences (NCATS)
